GSTO1 inh – blocks human GSTO1 in RBBP9 counter-screen; P78417; recombinant GSTO1, activity-based probe fluorescence polarization; inhibition, % at 5.96 µM; actives 1.1% (n = 300,000);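 active = inhibition above the campaign mean inhibition plus 3 SD, cut at about 35% in these data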;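 also: 0% = GSTO1-1 with DMSO and 100% = wells lacking GSTO1-1 enzyme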
LYPLA1 counter – blocks human lysophospholipase 1, a PME1 counter-screen. recombinant LYPLA1, FP-Rh probe fluorescence polarization. inhibition, % at 5.9 µM. actives 0.16% (n = 320,000). AID 2174;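 active = inhibition above the mean of all tested compounds plus 3 SD, set per campaign, cut at about 14% in these data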;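 also: inhibitors block serine hydrolase probe labeling of LYPLA1 so polarization falls; 0% = enzyme with DMSO and 100% = wells lacking LYPLA1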
Target sequence (O75608 whole entry, looked up): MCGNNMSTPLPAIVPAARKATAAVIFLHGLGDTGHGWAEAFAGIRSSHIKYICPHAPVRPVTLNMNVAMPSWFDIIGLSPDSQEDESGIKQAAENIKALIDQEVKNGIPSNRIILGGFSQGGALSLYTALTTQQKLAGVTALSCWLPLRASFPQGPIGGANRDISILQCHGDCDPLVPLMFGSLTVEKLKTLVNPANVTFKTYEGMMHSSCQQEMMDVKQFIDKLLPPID
pPAFAH inh – pPAFAH (human) enzyme inhibition. recombinant pPAFAH, FP-rhodamine probe fluorescence polarization. inhibition, % at 3.39 µM. actives 1.5% (n = 330,000). AID 463082;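 active = inhibition above the mean inhibition across the screen plus 3 SD, cut at about 25% in these data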;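 also: inhibitors block binding of the rhodamine activity-based probe so polarization drops; 0% = enzyme with DMSO and 100% = wells lacking pPAFAH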
Target sequence (Q13093 whole entry, looked up): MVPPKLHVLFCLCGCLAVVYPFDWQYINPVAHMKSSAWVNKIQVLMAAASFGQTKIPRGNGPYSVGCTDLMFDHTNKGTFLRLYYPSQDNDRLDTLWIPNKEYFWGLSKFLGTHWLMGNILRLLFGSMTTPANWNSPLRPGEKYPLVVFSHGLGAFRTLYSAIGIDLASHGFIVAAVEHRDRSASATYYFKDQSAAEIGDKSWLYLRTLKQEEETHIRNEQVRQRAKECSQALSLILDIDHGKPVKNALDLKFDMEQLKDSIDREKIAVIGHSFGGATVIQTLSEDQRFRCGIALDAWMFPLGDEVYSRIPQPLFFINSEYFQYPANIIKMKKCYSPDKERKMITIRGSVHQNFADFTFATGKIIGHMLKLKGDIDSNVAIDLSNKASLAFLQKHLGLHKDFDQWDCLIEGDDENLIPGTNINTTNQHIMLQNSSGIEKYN
PAFAH1B3 FP inh – inhibitors of human PAFAH1B3. recombinant PAFAH1B3, FP-rhodamine probe, fluorescence polarization. actives 0.28% (n = 340,000). inhibition, % at 3.39 µM;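 active = inhibition above the screen-wide average of all tested compounds plus 3 SD, cut at about 25% in these data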;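 also: 0% = enzyme with DMSO only and 100% = wells lacking PAFAH1B3 protein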
LYPLA2 counter – counter-screen for PME1 inhibitors: inhibitors of human LYPLA2; O95372; recombinant LYPLA2, FP-Rh probe fluorescence polarization; inhibition, % at 5.9 µM; actives 0.38% (n = 320,000); AID 2177;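 active = inhibition above the screen-wide mean plus 3 SD, limit set per campaign, cut at about 26% in these data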;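 also: 0% = LYPLA2 with DMSO and 100% = wells lacking LYPLA2 enzyme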
PAD4 FP inh – inhibitors of human PAD4 | Q9UM07 | inhibition, % at 6.36 µM | recombinant PAD4, RCA probe fluorescence polarization | AID 485272 | actives 0.41% (n = 330,000);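 active = percent inhibition above a cutoff equal to the mean of all tested compounds plus 3 SD, cut at about 15% in these data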;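 also: 0% = PAD4 with RCA probe and DMSO and 100% = probe without PAD4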
PAFAH2 FP inh – inhibitors of human PAFAH2. recombinant PAFAH2, FP-rhodamine activity probe, fluorescence polarization. inhibition, % at 3.39 µM. actives 0.99% (n = 340,000). AID 492956;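 active = inhibition above the mean over all tested compounds plus 3 SD, cut at about 30% in these data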;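 also: inhibitors block probe labeling of enzyme so polarization drops; 0% = enzyme with DMSO and 100% = wells lacking PAFAH2 protein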
PME-1 primary – PME-1 (human) inhibition; recombinant PME-1, FP-Rh probe fluorescence polarization; inhibition, % at 5.9 µM; AID 2130; actives 0.53% (n = 320,000); Q9Y570;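 active = inhibition above the campaign mean of all compounds plus 3 SD, cut at about 26% in these data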;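 also: competitive labeling of PME-1 active site by serine hydrolase directed probe; 0% = PME-1 with DMSO and 100% = wells lacking PME-1 enzyme; inhibitors block probe labeling so polarization falls and inhibition rises; many of its hits are not listed in these tables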
PAFAH1B2 inh – PAFAH1B2 (human) inhibition. P68402. recombinant PAFAH1B2, FP-rhodamine activity probe, fluorescence polarization. inhibition, % at 3.39 µM. actives 1.2% (n = 340,000). AID 492953;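 active = inhibition above the mean of all tested compounds plus 3 SD, cut at about 24% in these data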;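 also: 0% = enzyme with DMSO and 100% = wells lacking PAFAH1B2; many of its hits are not listed in these tables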
Target sequence (P68402 whole entry, looked up): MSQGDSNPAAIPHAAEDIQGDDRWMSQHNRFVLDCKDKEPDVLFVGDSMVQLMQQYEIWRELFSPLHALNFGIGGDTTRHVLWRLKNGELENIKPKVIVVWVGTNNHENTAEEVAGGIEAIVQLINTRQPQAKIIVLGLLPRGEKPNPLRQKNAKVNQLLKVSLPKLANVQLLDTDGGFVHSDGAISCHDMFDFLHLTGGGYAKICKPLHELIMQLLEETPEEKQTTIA
* hit, by the source's call; . = not tested or not shown. Only part of the results is shown; count on the stated rates, not on these rows.

SMILES	GSTO1 inh	LYPLA1 counter	pPAFAH inh	PAFAH1B3 FP inh	LYPLA2 counter	PAD4 FP inh	PAFAH2 FP inh	PME-1 primary	PAFAH1B2 inh
O=C(NCCN1CCOCC1)C1(C(F)(F)F)C/C(=C\Cc2ccccc2)CCCO1 (configuration not stated)	8	0	2	4	0	1	-2	0	-1
CCc1nc2nc(C)c(NS(=O)(=O)c3ccc(Cl)cc3)c(=O)n2[nH]1	-6	1	-4	-13	4	-1	3	1	1
O=c1[nH]n(-c2ccc(Cl)cc2)c(=O)c(Cl)c1Cl	0	0	3	6	-1	-2	4	-2	4
COc1ccccc1-c1n[nH]c(=S)o1	1	1	2	4	-5	3	-1	-2	1
NS(=O)(=O)c1ccc(CNC(=O)c2ccc(NS(=O)(=O)c3cccs3)cc2)cc1	.	.	4	11	.	-6	2	.	4
COc1ccccc1C(=O)NC(=O)COC(=O)c1cccc(OC(F)F)c1	-1	-1	-2	1	-1	-2	-7	-1	0
Cc1ccc2cc(CCNC(=O)c3ccc(C)c([N+](=O)[O-])c3)c(=O)[nH]c2c1	-5	-1	1	3	1	-7	4	-8	6
Cc1ccc(-c2nnc(-c3cccs3)o2)cc1	-3	2	7	8	3	-2	6	5	-1
O=C(NCc1ccco1)c1nc2nc(-c3cccs3)cc(C(F)(F)F)n2n1	7	6	2	8	14	-5	14	1	-3
N#CCCN1CCN(Cn2c3ccccc3c3ccccc32)CC1	-6	-3	2	8	-7	-5	-3	-6	10

Some entries already given with just PAFAH2 FP inh, GSTO1 inh and PAFAH1B2 inh:
smiles	PAFAH2 FP inh	GSTO1 inh	PAFAH1B2 inh
O=c1[nH]n(-c2ccc(Cl)cc2)c(=O)c(Cl)c1Cl	4	0	4
COc1ccccc1-c1n[nH]c(=S)o1	-1	1	1

(continued)
SMILES	GSTO1 inh	LYPLA1 counter	pPAFAH inh	PAFAH1B3 FP inh	LYPLA2 counter	PAD4 FP inh	PAFAH2 FP inh	PME-1 primary	PAFAH1B2 inh
COC(=O)c1cc2occc2n1Cc1ccc(Cl)cc1	3	-8	-2	2	-12	-3	-9	-4	9
CCN(C(=O)COC(=O)c1cc(=O)c2ccccc2o1)c1c(N)n(Cc2ccccc2)c(=O)[nH]c1=O	3	-2	2	-1	1	-3	-2	-2	0
CC(C)Cc1nc2oc3c(Cl)ncnc3c2c2c1CCCC2	24	0	1	-1	1	0	-2	-8	5
CC(C)C(NC(=O)C(NC(=O)C1O[C@@H]2OC(C)(C)O[C@@H]2[C@H]2OC(C)(C)O[C@@H]12)C(C)C)C(=O)O (some centres not stated)	8	0	0	-8	4	-1	3	3	-1
COc1cc(-c2ccccc2)nc(N)n1	-10	-4	7	7	1	0	-10	-5	5
CN(Cc1ccccc1)C(=O)CCCn1c(=O)c2cccn2c2cccnc21	4	-2	2	3	7	-5	0	-2	10
CCC(=O)N1c2ccc(S(=O)(=O)N3CCCC3)cc2CC1C (configuration not stated)	-1	0	0	7	-9	5	-4	-1	7
CCOC(=O)c1cc(=O)c2ccc(OCc3ccccc3)cc2o1	1	-1	6	9	-2	-1	5	-1	3
Cc1cc(Br)ccc1NC(=O)C1CCN(S(=O)(=O)c2cnc[nH]2)CC1	-2	-4	8	8	-2	-1	7	3	-3
COc1cccc(-n2c(SCC#N)nnc2-c2cnccn2)c1	-7	6	12	2	16	-2	-5	10	1
C=CCOc1ccc(C2/C(=C(/O)c3ccc4c(c3)CC(C)O4)C(=O)C(=O)N2CCCN2CCOCC2)cc1 (configuration not stated)	1	-4	5	2	1	0	3	6	1
CN(C)c1ccc(NC(=O)COC(=O)CNC(=O)c2cccs2)cc1	.	0	4	11	-1	3	2	7	2
O=C(O)C1CC=CCC1C(=O)NC1CCCCC1 (configuration not stated)	-11	0	4	1	-2	-1	-7	-5	-1
Cc1ccccc1CNC(=O)C(=O)Nc1nccs1	4	-4	5	5	-1	0	4	-2	5
COc1ccc(N2CC(C(=O)OCC(=O)Nc3ccccc3C)CC2=O)cc1 (configuration not stated)	2	1	16	1	2	-1	1	5	3
O=C(NC(NCC1CCCO1)C(Cl)(Cl)Cl)c1cccc2ccccc12 (configuration not stated)	-1	-2	3	3	3	-4	-4	-3	-4
CCn1cc(/C=C/c2cc[n+](C)cc2)c2ccccc21	1	-4	-1	-2	-19	-7	4	-18	-3
COc1cccc(-c2nc(CS(=O)(=O)CC(=O)Nc3ccccc3Cl)c(C)o2)c1	-5	-4	1	6	1	-2	-1	-3	5
CS(=O)(=O)N1CCC(C(=O)NCc2ccc3c(c2)OCO3)CC1	5	-2	4	0	5	2	2	-2	1
Cn1c(N)c(C(=O)NCc2ccccc2Cl)sc1=S	-3	0	17	3	0	0	-5	6	5
N#CCSc1nc2ccccc2c(=O)n1CCC(=O)NC1CCCCC1	5	-1	-2	1	0	0	-5	-1	6
CCOc1ccc(CNC(=O)C(C)n2nc(C)c3c(C)n(-c4ccccc4)nc3c2=O)cc1 (configuration not stated)	5	2	3	8	1	3	2	1	-2
Cc1nc(-c2cc(C#N)c(=O)[nH]c2C)cs1	2	1	3	3	5	0	1	4	8
COc1cccc(-c2csc(N3CCN(C(=S)Nc4cccc(C)c4)CC3)n2)c1	10	-11	-1	-2	-9	-2	-6	-1	-4
O=C(O)CC(SCC(=O)Nc1ccccc1)C(=O)O (configuration not stated)	4	3	-2	10	-1	-3	4	2	4
CC(=O)c1ccc(Nc2cc(C)nc3ncnn23)cc1	-6	-1	-2	9	3	-5	6	-8	-6
Cc1ccc(-n2c(=O)c3sccc3n(CC(=O)NC3CCCC3)c2=O)cc1	-1	2	1	10	-2	-1	-2	2	2
CN1CCN(C2=C(Cl)C(=O)N(c3ccc(Cl)c(Cl)c3)C2=O)CC1	32	-4	12	-4	-6	-5	-13	-11	2
Cc1cn2nc(N)c3ccccc3c2n1	6	5	2	6	8	-2	-10	1	1
COc1ccc(C(=O)CSc2nnc(C3CC3)n2N)cc1	-4	3	-1	5	2	0	-1	2	5
CCN1C(=O)c2ccccc2S(=O)(=O)c2ccc(C(=O)NCC(OC)OC)cc21	-5	-4	0	11	-3	3	1	-6	3
CCN(CC)S(=O)(=O)c1cc(F)ccc1OC	6	-4	4	7	0	0	7	6	6
CCC(C(=O)OCC(=O)NCc1ccc2c(c1)OCO2)c1ccccc1 (configuration not stated)	.	.	4	4	.	-6	0	.	3
C=CCn1c(SCC(=O)Nc2cc(NC(C)=O)ccc2OC)nnc1-c1cccnc1	4	2	5	-5	6	-4	6	-7	4
C=CCNC(=O)CN1CCN(Cc2ccc3c(c2)OCO3)CC1	-2	7	3	-1	3	-1	2	3	1
Cc1cccc(NC(=O)COC(=O)CCc2c[nH]c3ccccc23)c1C	.	-3	6	-1	0	5	5	-5	-1
O=C(NCCc1c[nH]c2ccccc12)C1CCN(S(=O)(=O)c2ccccc2F)CC1	6	0	5	3	-2	-1	4	6	3
CC(C)CN(C(=O)COC(=O)c1ccc2c(c1)NC(=O)CS2)C1CCS(=O)(=O)C1 (configuration not stated)	1	3	6	0	-3	-4	-14	0	0
Cc1cccc(Nc2nc3ccccc3s2)c1C	8	-5	-1	1	3	1	8	-9	4
O=C(NCCc1ccccc1)C(=O)Nc1nccs1	1	2	0	8	0	4	-4	-7	0
O=C(O)c1ccc(Nc2ncnc3ccccc23)cc1	-4	0	-2	6	1	-2	-8	-2	3
O=C(/C=C/c1ccccc1)NC(NC(=S)Nc1ccc(Cl)cc1Cl)C(Cl)(Cl)Cl (configuration not stated)	-17	-64	-42	-36	-120	-7	-31	-111	-20
Cc1ccc(CNc2ccc3nnc(-c4ccccc4)n3n2)cc1	-4	-1	-5	6	-3	-2	12	0	4
CCN(CC)S(=O)(=O)c1cc(C(=O)NC2=NCCS2)ccc1Cl	7	0	-2	12	-5	-3	5	-6	3
CCCCn1c(SCC(=O)c2ccc(OCC)cc2)nc2cc(S(N)(=O)=O)ccc21	-10	-3	1	-1	-9	-3	-6	-1	0
CCn1c(CNC(=O)c2ccco2)nnc1SCCOc1ccccc1	6	4	0	-4	6	1	3	1	5
Cc1cccc(OCC(=O)NCCNC(=O)c2ccco2)c1	8	-1	2	1	-10	0	0	4	-1
O=C1C2CCCN2C(=O)N1CCN1CCN(c2ccccc2)CC1 (configuration not stated)	1	-1	2	2	3	-2	-9	-1	2
CC(C)(C)[C@@H]1C=C(C(N)=O)O[C@H](OCCCCO)C1	9	2	-4	16	-1	-1	3	3	5
CN(C)c1ccc(CN(Cc2ccco2)C(=O)c2ccco2)cc1	5	1	-1	-2	2	-8	0	6	6
Cc1ccc(N=Cc2c(O)n(-c3nccs3)c(=O)c3ccccc23)c(C)c1	-1	0	3	4	2	0	-3	2	5
O=c1c2cc(Br)ccc2[nH]c(=S)n1Cc1cccnc1	2	-3	-2	0	-5	-2	-2	-7	-2
c1ccc(CSc2nccc(-c3ccco3)n2)cc1	14	2	20	.	6	-2	.	2	.

Of the compounds above, 10 have a Cl atom:
SMILES	GSTO1 inh	LYPLA1 counter	pPAFAH inh	PAFAH1B3 FP inh	LYPLA2 counter	PAD4 FP inh	PAFAH2 FP inh	PME-1 primary	PAFAH1B2 inh
CCc1nc2nc(C)c(NS(=O)(=O)c3ccc(Cl)cc3)c(=O)n2[nH]1	-6	1	-4	-13	4	-1	3	1	1
O=c1[nH]n(-c2ccc(Cl)cc2)c(=O)c(Cl)c1Cl	0	0	3	6	-1	-2	4	-2	4
COC(=O)c1cc2occc2n1Cc1ccc(Cl)cc1	3	-8	-2	2	-12	-3	-9	-4	9
CC(C)Cc1nc2oc3c(Cl)ncnc3c2c2c1CCCC2	24	0	1	-1	1	0	-2	-8	5
O=C(NC(NCC1CCCO1)C(Cl)(Cl)Cl)c1cccc2ccccc12 (configuration not stated)	-1	-2	3	3	3	-4	-4	-3	-4
COc1cccc(-c2nc(CS(=O)(=O)CC(=O)Nc3ccccc3Cl)c(C)o2)c1	-5	-4	1	6	1	-2	-1	-3	5
Cn1c(N)c(C(=O)NCc2ccccc2Cl)sc1=S	-3	0	17	3	0	0	-5	6	5
CN1CCN(C2=C(Cl)C(=O)N(c3ccc(Cl)c(Cl)c3)C2=O)CC1	32	-4	12	-4	-6	-5	-13	-11	2
O=C(/C=C/c1ccccc1)NC(NC(=S)Nc1ccc(Cl)cc1Cl)C(Cl)(Cl)Cl (configuration not stated)	-17	-64	-42	-36	-120	-7	-31	-111	-20
CCN(CC)S(=O)(=O)c1cc(C(=O)NC2=NCCS2)ccc1Cl	7	0	-2	12	-5	-3	5	-6	3

From PubChem BioAssay
